FBPA Giardia inh = blocks Giardia fructose-bisphosphate aldolase activity | A8B2U2 | purified Giardia FBPA | Potency, µM (series often up to 59.6 µM), for inactives: top-dose activity, negative = inhibition, actives largely listed as inhibitors | 0.71% of 290,000 active; also: potency is read from the fitted curve at half-maximal effect; nearly all actives have a fitted effect of over 55% in size
Target sequence (A8B2U2 whole entry, looked up): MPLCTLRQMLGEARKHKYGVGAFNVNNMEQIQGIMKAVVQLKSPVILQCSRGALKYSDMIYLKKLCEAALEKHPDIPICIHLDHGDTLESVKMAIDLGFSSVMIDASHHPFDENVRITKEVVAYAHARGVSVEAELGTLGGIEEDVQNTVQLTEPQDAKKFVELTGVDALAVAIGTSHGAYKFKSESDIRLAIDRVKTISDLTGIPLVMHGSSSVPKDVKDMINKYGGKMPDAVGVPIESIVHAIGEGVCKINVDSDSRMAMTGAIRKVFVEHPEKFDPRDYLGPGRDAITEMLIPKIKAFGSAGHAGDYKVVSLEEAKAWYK
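40 nM FBPA preincubated 10 min at RT with compound (up to 57.5 uM final), then substrate plus GAPDH/TPI/NAD/arsenate coupling and diaphorase/resazurin added. Fluorescence read after 20 min at RT, 525/598 nm.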
Sm TGR inh = blocks Schistosoma mansoni thioredoxin glutathione reductase | Q962Y6 | purified TGR, DTNB reduction, TNB absorbance 405 nm | Potency, µM (series often up to 114 µM), for the others: at the top dose activity change, negative = inhibition, actives largely listed as inhibitors | 3% of 360,000 active; also: potency is read from the fitted curve at half-maximal effect; nearly all actives have a fitted effect of over 60% in size
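First, TGR (20 nM dispensed) and NADPH were mixed with compound. Second, a 15 min room-temperature incubation followed. Third, further NADPH and then DTNB were added to start the reaction. Finally, TNB absorbance was monitored kinetically.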
HCMV inh = inhibitors of human cytomegalovirus | HFF cells, HCMV-luciferase reporter, 72 h; stronger effect = lower value | activity change, negative = inhibition, % at 57.5 µM | 4.5% of 410,000 active; in the data active = activity change below about -60%; inconclusive = no clear call, values can overlap the other calls; inactive = above about -39%
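HFF cells seeded 16 h at 37C, treated with compounds, infected with luciferase-reporter HCMV at MOI 1 PFU/cell; luciferase read at 72 h post infection, normalized to buffer-only and Salinomycin controls.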
AmpC inh detg = AmpC beta-lactamase inhibition with detergent present. AID 485294. Potency, µM (titrated, usually from 114 µM), for inactives: at the highest dose activity change, negative = inhibition, actives largely listed as inhibitors. 0.041% of 370,000 active. P00811. AmpC hydrolysis of nitrocefin, absorbance 480 nm, 0.01% Triton;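 also: potency is read from the fitted curve at half-maximal effect; 0% = no-compound wells and -100% = no-enzyme wells; nearly all actives have a fitted effect of over 25% in size; some results filed as inactive show a strong effect at the top dose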
Target sequence (P00811 whole entry, looked up): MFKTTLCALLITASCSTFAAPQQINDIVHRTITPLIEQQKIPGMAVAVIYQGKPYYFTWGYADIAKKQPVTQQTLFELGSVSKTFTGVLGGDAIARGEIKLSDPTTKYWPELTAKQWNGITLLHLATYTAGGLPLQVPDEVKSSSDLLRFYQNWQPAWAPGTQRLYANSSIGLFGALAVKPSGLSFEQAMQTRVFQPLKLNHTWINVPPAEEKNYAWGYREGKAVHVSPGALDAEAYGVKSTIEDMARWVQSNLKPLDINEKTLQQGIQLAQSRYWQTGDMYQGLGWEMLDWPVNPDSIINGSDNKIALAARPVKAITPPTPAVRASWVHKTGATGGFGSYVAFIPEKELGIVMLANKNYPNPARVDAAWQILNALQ
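20 mM phosphate pH 7.0 + 0.01% (detergent screen) or 0.0001% Triton X-100; 5.3 nM AmpC reagent; cpd preinc 15 min RT; nitrocefin (800 uM stock) to start; A480 q20 s × 4 min; Activity was normalised to no-enzyme and no-compound control wells.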
AMA1 RON2 block = inhibitors of Plasmodium falciparum AMA1-RON2 interaction | AlphaScreen AMA1-biotinylated RON2 peptide binding | Potency, µM (highest dose often 58.2 µM), without a hit: at the top dose activity change, negative = inhibition, actives largely listed as inhibitors | 0.2% of 360,000 active | AID 720542;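 also: potency is read from the fitted curve at half-maximal effect; 0% = vehicle wells and -100% = peptide control; nearly all actives have a fitted effect of over 45% in size; some results filed as inactive show a strong effect at the top dose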
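AMA1 (3D7) with his tag at 25 nM final met compounds first, then biotinylated RON2 peptide at 25 nM; detection used donor plus acceptor beads, 10 µg/mL apiece, read by AlphaScreen after 30 min at room temperature.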
HCV inh = HCV inhibition; Huh7.5.1 HCVcc-Cre infection, luciferase reporter, 44 h; Potency, µM (series often up to 41.8 µM), inactives show top-dose activity change, negative = inhibition, actives largely listed as inhibitors; 3.4% of 340,000 active; also: potency is read from the fitted curve at half-maximal effect
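Luciferase read-out (15 sec integration) after a 15 min room-temperature substrate step quantifies HCVcc-Cre infection. Cells, 1,000 per well, had compound added 4 h post-plating, then virus at ~0.5 moi, and were cultured 44 h.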
* marks the source's active call; other numbers are inactive results; ? = inconclusive; . = no result given; & = joins results of further samples; [ ] = another dose, or the depositor's remark. Unless noted, calls follow the shape of the dose curve; as a rule, active = well fitted curve in the direction sought with a large enough effect; inconclusive = small, poorly fitted or top-dose-only effect, or another doubt; inactive = no such curve, though single readings can be large; an effect the other way counts as inactive or inconclusive. Unless noted, % is scaled to controls: 0 for no effect and ±100 for the full control effect.

canonical_smiles	AMA1 RON2 block	FBPA Giardia inh	AmpC inh detg	Sm TGR inh	HCV inh	HCMV inh
Oc1ccc(N=Nc2n[nH]c(-c3ccc(Br)cc3)n2)cc1	32%[activator]	-10%	-7%	-2%	12%	-88*
CCN(C[C@H]1N[C@@](Cc2ccccc2)(C(=O)OC)[C@H]2C(=O)N(Cc3ccccc3)C(=O)[C@@H]12)C(=O)COC	1%	.	.	.	21%	6
Cc1cc(C)c(NC(=O)CSc2nnc(CNC(=O)c3ccco3)o2)c(C)c1	10%	.	-3%	2%	6%	-33
CC[C@H]1c2[nH]c3ccccc3c2C[C@@H]2C(=O)N(c3ccc(F)cc3)C(=O)N21	9%	.	-7%	-4%	?	?
CC12CCC(=O)N1C(C(=O)Nc1nccs1)CS2 (centres undefined)	44%[activator]	.	0%	0%	-4%	-14
CCCc1nc(SCC(=O)Nc2nnc(SCC)s2)c2c(=O)n(C)c(=O)n(C)c2n1	-2%	0%	5%	15%	8%	-1
C[N+](C)(C)c1ccccc1	-5%	3%	-6%	-1%	-8%	-29
CCC(=NCCCN(C)C)c1c(O)n(-c2ccc(OC)cc2)c(=O)[nH]c1=O	8%	8%	-10%	0%	2%	14
Cc1ccc(Nc2nc3ccccc3n3nnnc23)cc1	7%	1%	6%	1%	13%	0
Cc1ccc(NC(=O)Nc2cccc([N+](=O)[O-])c2)cc1F	5%	-1%	-3%	-8%	11µM*	-100*
CC[C@@H]1C/C=C\Cc2ccccc2[C@H](C(=O)C[C@@H](O)CC(C)=O)OC1=O	6%	.	.	.	15%	-12
CCC(C)(C)n1nnnc1C(c1ccncc1)N1CCC(Cc2ccccc2)CC1 (centres undefined)	0%	-5%	?	2%	-17%	?
O=C(Nc1nnc(-c2cccc(F)c2)s1)Nc1ccccc1F	14%	1%	-8%	.	5%	-34
O=C(Nc1ccc(F)c(Cl)c1)N1CCC(CN2CCc3ccccc3C2)CC1	.	.	2%	-9%	.	10
Cc1ccc(NC(=O)C2CCN(C(=O)NC3CCCCC3)CC2)cc1	16%	3%	-7%	-4%	7%	-2
O=C(NC1CC1)C1CCN(C2CCN(C(=O)c3ccc4cccc(F)c4n3)CC2)CC1	-3%	3%	5%	48%[activator]	14%	36
Cc1ccccc1NC(=O)CN(c1ccc(Cl)cc1Cl)S(=O)(=O)c1ccccc1	.	.	0%	4%	.	-11
COC(=O)CSc1nnc(SCc2ccc(Cl)cc2)s1	21%	0%	3%	-3%	18%	-16
CC(C)C[C@H]1C(=O)N2CCC[C@H]2[C@]2(O)O[C@](NC(=O)[C@@H]3C=C4c5cccc6[nH]cc(c56)C[C@H]4N(C)C3)(C(C)C)C(=O)N12	-1%	.	-6%	5.6µM*	?	.
CCN(CC)CCOC(=O)c1ccc(NC(=O)c2nn(-c3ccc(C)cc3)c(=O)c3c2c2ccccc2n3C)cc1	.	.	-4%	-13%	.	-100*
COCCC(=O)N1CCCC(CNS(=O)(=O)c2ccc(OC)cc2)C1 (centres undefined)	11%	3%	-2%	0%	15%	-25
Cc1nc(N2CCCC2)c2c(C(=O)Nc3ccc(C)c(Cl)c3)c(C)oc2n1	.	.	21%	6%	.	-13
COc1ccc(N2C(=O)C3C4C=CC(C4)C3C2=O)nn1 (centres undefined)	-9%	0%	-17%	-1%	0%	12
CC(=O)c1cccc(NC(=O)c2ccc(S(=O)(=O)N3CC(C)OC(C)C3)cc2)c1 (centres undefined)	0%	.	0%	-11%	2%	48
Cc1cc(=O)oc2cc(OCC(=O)N3CCN(c4ccc(F)cc4)CC3)ccc12	16%	.	-9%	-14%	-11%	-30
Cc1cc(=O)[nH]c(SCC(=O)Nc2cc(S(=O)(=O)N3CCCC3)ccc2Cl)n1	3%	11%	2%	0%	0%	-32
CCC(C)NC(=O)Cn1ncc2c([nH]c3ccc(C)cc32)c1=O (centres undefined)	.	.	12%	7%	.	-5
O=c1cc(CSc2nnc(-c3ccco3)o2)c2ccccc2[nH]1	27%	-4%	-4%	27%	13%	19
C=CCn1c(SCC(=O)Nc2c(C)n(C)n(-c3ccccc3)c2=O)nc2sc(C)c(-c3ccccc3)c2c1=O	-17%	8%	-3%	0%	?	-19
O=C(O)c1cccc(NC(=O)c2cccc(NC(=O)C3CCCO3)c2)c1 (centres undefined)	0%	4%	?	-8%	19%	63

Record cards (already shown):
Entry for CCC(C)(C)n1nnnc1C(c1ccncc1)N1CCC(Cc2ccccc2)CC1 (centres undefined) = AMA1 RON2 block = 0%; FBPA Giardia inh = -5%; AmpC inh detg = ?; Sm TGR inh = 2%; HCV inh = -17%; HCMV inh = ?
Entry for C=CCn1c(SCC(=O)Nc2c(C)n(C)n(-c3ccccc3)c2=O)nc2sc(C)c(-c3ccccc3)c2c1=O = AMA1 RON2 block = -17%; FBPA Giardia inh = 8%; AmpC inh detg = -3%; Sm TGR inh = 0%; HCV inh = ?; HCMV inh = -19

Going on with the list:
canonical_smiles	AMA1 RON2 block	FBPA Giardia inh	AmpC inh detg	Sm TGR inh	HCV inh	HCMV inh
Cc1ccc(OC(=O)c2ccc(N3CCOCC3)c([N+](=O)[O-])c2)cc1	?	2%	5%	6%	-6%	-16
C/C(=N/Nc1ccc([N+](=O)[O-])cc1)c1ccc(C)cc1C	4%	-8%	9%	-2%	?	-63*
Cc1cccc(-n2nc3c(c2NC(=O)c2ccco2)CS(=O)C3)c1C (centres undefined)	-7%	8%	-3%	0%	21%	-7
COc1cccc(N2CCN(Cc3ccc(Cl)cc3)CC2)c1	-5%	0%	5%	-24%	-9%	-2
Cc1cccc(C)c1NC(=O)COc1ccc2c(C)c(Cc3ccccc3)c(=O)oc2c1	-8%	2%	?	5%	?	-16
O=C(NC1CCCCC1)c1cc(F)cc2c1OCOC2	0%	0%	1%	-17%	-1%	3
CCC(C)n1c(O)c(/C=N/Nc2ccccc2)c(=O)[nH]c1=S (centres undefined)	34%[activator]	-26%	-5%	?	-4%	-80*
COc1cc2[nH]c(=O)n(CCCC(=O)NC3CCCCC3)c(=O)c2cc1OC	14%	0%	4%	0%	1%	.
CC(NC(=O)C(C)N1c2cccc3cccc(c23)S1(=O)=O)c1ccccc1 (centres undefined)	-12%	-4%	-10%	-2%	-7%	?
C/C=C/c1ccc(OCC(=O)Nc2ccncc2)c(OC)c1	-12%	0%	-2%	-32%	?	-83*
CCOC(=O)C1SC2(C(F)(F)F)CC1(O)c1c(C)cc(C)nc1O2 (centres undefined)	-7%	0%	3%	-2%	7%&3%	52
Cc1cc(C)cc(NC(=O)CSc2nc3[nH]ncc3c(=O)[nH]2)c1	0%	-11%	-8%	2%	?	56
Cn1nc(C(=O)NCCc2ccc3c(c2)OCCO3)c2ccccc2c1=O	-1%	.	-16%	5%	31%[activator]	9
CC1CCC(NC(=O)c2ccc3nc[nH]c3c2)CC1 (centres undefined)	-10%	-4%	0%	12%	2%	79
CC1(C)CC(C(CCN(Cc2ccccc2)C(=O)c2ccco2)c2ccc(F)cc2)CCO1 (centres undefined)	-21%	1%	-8%	-9%	?	-8
CC(CNC(=O)c1ccc2c(c1)OCO2)c1ccc([N+](=O)[O-])cc1 (centres undefined)	-14%	4%	-5%	-6%	-12%	-63*
COC(=O)c1ccccc1NC(=O)CCNC(=O)Cn1cnc2ccccc2c1=O	21%	10%	?	0%	-2%	-7
CCCOc1cccc(C2C(C(=O)c3ccc(C)o3)=C(O)C(=O)N2CCN2CCOCC2)c1 (centres undefined)	9%	0%	?	?	12%	-17
Cn1cccc1/C=C1\C(=O)NC(=O)N(Cc2ccccc2)C1=O	-11%	-4%	-4%	-25%	11%	-65*
CCOc1ccccc1NS(=O)(=O)c1ccc2c(c1)N(C)CCO2	-1%	.	1%	-4%	-4%	?
CCOc1cc(C)c(Cl)cc1S(=O)(=O)NCC1CCCO1 (centres undefined)	-6%	3%	-14%	-3%	19%	-12
O=C(O)c1cccn1Cc1ccccc1F	-10%	9%	-15%	-32%	13%	12
CC(=O)Nc1ccc(S(=O)(=O)N(CC(=O)O)Cc2ccccc2)cc1	0%	15%	0%	7%	8%	-39
C=CCN(CC=C)S(=O)(=O)c1ccc(C(=O)Nc2nnc(COC)o2)cc1	41%[activator]	?	3%	0%	?	?
O=C1Oc2ccccc2C(=O)/C1=C/c1ccccc1O	-3%	7%	0%	2µM*	16%	-36
COc1ccc(C=C2C(=O)OC(C)(C)OC2=O)cc1OC	9%	-10%	-10%	-11%	10%	-20
O=C1CSC(=S)N1N=Cc1cccc2ccccc12	-2%	.	.	.	1%	-23
CN(C(=O)CC1C(=O)NCCN1CC(c1ccccc1)c1ccccc1)C(C1CC1)C1CC1 (centres undefined)	-7%	-18%	9%	45µM*	8%	-39
CC(CCc1ccco1)NC(=O)c1cccc2c1C(=O)N(C1CCCCC1)C2 (centres undefined)	-9%	-1%	-2%	-26%	?	-1
O=C(NCCC1=CCCCC1)C1CCC(CNc2c(N3CCCCC3)c(=O)c2=O)CC1 (centres undefined)	-13%	0%	4%	3%	8%	0

The list goes on:
canonical_smiles	AMA1 RON2 block	FBPA Giardia inh	AmpC inh detg	Sm TGR inh	HCV inh	HCMV inh
C/C(CC(=O)Nc1ccc2c(c1)OCCO2)=N\NC(=O)Cc1ccccc1	43%[activator]	.	1%	8%	2%	12
COc1ccc(C2(CNC(=O)c3cccc([N+](=O)[O-])c3)CCOCC2)cc1	-9%	2%	-9%	4%	18%	-1
Cc1nc(N)nc(Cl)c1CCC1OCCO1	6%	.	.	.	4%	-25
CC(C)(C)NC(=O)C(c1ccc(O)cc1)N(C(=O)CCC(=O)Nc1ccccn1)c1ccc(F)cc1 (centres undefined)	-8%	8%	0%	7%	-1%	-13
O=C(N/N=C/C(Br)=C/c1ccccc1)c1n[nH]c2c1CCC2	48%[activator]	-5%	-8%	-30%	?	.
COC(=O)[C@]1(C)N[C@H](CN(C)C(=O)NC(C)C)[C@@H]2C(=O)N(C)C(=O)[C@@H]21	0%	.	.	.	2%	23
CCOC(=O)N1CCN(Cc2ccccc2Cl)CC1	-2%	?	-9%	0%	20%	-14
CCCCc1nnc(NC(=O)C(C)Sc2nc(C)cc(=O)[nH]2)s1 (centres undefined)	-3%	-6%	-14%	9%	-5%	-13

From PubChem BioAssay
